Compound activity as filed in PubChem.
PPARg SRC1 recr: agonists of human PPARgamma SRC-1 coactivator recruitment | PPARgamma-SRC-1 coactivator recruitment biochemical assay | 200,000 compounds, 0.41% hits | activation, % at 8 µM | P37231 | AID 631; in the data active = activation above about 19%;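 note: 0% = DMSO and 100% = reference agonist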
Target sequence (P37231 whole entry, looked up): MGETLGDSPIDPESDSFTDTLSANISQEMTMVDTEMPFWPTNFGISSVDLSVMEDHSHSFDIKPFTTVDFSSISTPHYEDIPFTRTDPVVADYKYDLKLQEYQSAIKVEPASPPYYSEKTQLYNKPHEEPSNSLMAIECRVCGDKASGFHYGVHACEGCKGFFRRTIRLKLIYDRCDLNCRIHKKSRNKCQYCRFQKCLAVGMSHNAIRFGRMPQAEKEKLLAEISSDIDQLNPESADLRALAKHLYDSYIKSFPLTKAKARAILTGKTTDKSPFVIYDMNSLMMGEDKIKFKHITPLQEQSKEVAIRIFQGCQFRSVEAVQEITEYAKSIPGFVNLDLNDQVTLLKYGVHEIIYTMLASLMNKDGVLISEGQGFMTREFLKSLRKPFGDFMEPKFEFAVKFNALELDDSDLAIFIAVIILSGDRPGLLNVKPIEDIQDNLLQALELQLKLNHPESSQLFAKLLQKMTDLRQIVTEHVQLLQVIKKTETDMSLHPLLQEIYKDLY
TNAP act hiacc: TNAP (human) activation, high acceptor; P05186; purified TNAP, CDP-star luminescence, 1 M DEA, 30 min; active compounds read high; 0 = EDTA background, 1 = DMSO-only activity; activation factor at 20 µM; 200,000 tested, under 10 active;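 active = activation factor at least 2 at 20 µM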
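Measured by: Luminescent substrate turnover signal | Test system: Human TNAP | Input: TNAP 1/800 final | Dosing: 20 µM single point | Schedule: 30 min, room temperature | Controls: EDTA wells as negative control, DMSO wells as positive control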
bIAP inhibitor: intestinal alkaline phosphatase (bovine) inhibition | purified bovine IAP, CDP-star luminescence, 30 min | inhibition, % at 20 µM | 190,000 tested, under 10 active | AID 1019;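 active = over 50% inhibition of intestinal alkaline phosphatase at 20 µM in the single-dose screen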
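Assay system – bovine IAP enzyme · Quantity – bovine IAP at 1/65,000,000 final dilution · Detection – CDP-star luminescence signal · Times – 30 min reaction at room temperature · Also added – CDP-star substrate at 30 µM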
STAT1 blocker: STAT1 signaling inhibition; NIH 3T3 STAT1-luciferase reporter, IFN-gamma, luminescence; inhibition, % at 5.5 µM; 200,000 compounds, 0.35% hits;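 active = inhibition above a set limit, the mean inhibition across all tested compounds plus 3 SD, cut at about 34% in these data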;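 note: 0% = IFN-gamma with DMSO and 100% = IFN-gamma with 300 µM nifuroxazide; values of inactives mirror those of a sister screen read the other way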
STAT3 inh: STAT3 signaling inhibition | 190,000 compounds, 0.89% hits | inhibition, % at 5.5 µM | AID 862 | U3A cells, IL-6 STAT3-luciferase reporter, luminescence; host cell line lacks STAT1;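 active = inhibition above the mean inhibition across all screened compounds plus 3 SD, cut at about 44% in these data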;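 note: 0% = DMSO only wells and 100% = 100 µM nifuroxazide control wells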
PPARg SRC2 recr: PPARgamma-driven SRC-2 recruitment agonism; AID 1032; PPARgamma LBD-SRC-2 recruitment, biochemical; activation, % at 8 µM; P37231; 200,000 compounds, 0.34% hits; in the data active = activation above about 22%;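 note: 0% = vehicle and 100% = reference agonist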
bIAP activator: intestinal alkaline phosphatase (bovine) activation; purified bovine IAP, CDP-star luminescence, 30 min; active compounds read high; fold of DMSO-control signal, blank-subtracted; 200,000 compounds, 0.17% hits; activation factor at 20 µM;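 active = activation factor of 2 or more at 20 µM, a signal rise over negative controls twice the positive control's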
PPARg SRC-3 ag: promotes SRC-3 coactivator recruitment by human PPARgamma; P37231; biochemical PPARgamma/SRC-3 coactivator recruitment assay; activation, % at 8 µM; 200,000 compounds, 0.26% hits; AID 731; in the data active = activation above about 23%;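 note: 0% = DMSO and 100% = reference agonist; some compounds past the cut are filed as inactive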
SRC2 TRFRET art: counter-screen for PPARgamma SRC-2 recruitment agonists: TR-FRET artefact; active compounds read high; TR-FRET ratio at 8 µM; 200,000 compounds, 0.4% hits; AID 1049; in the data active = TR-FRET ratio above about 2000; note: inactives centre near 1500
ROMK primary: human ROMK K+ channel modulation, primary screen | AID 1918 | P48048 | 130,000 compounds, 2% hits | Tet-inducible ROMK, thallium flux fluorescence; actives lie on both sides | B-score at 10 µM;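 active = signal ratio slope over the read window, or its plate-corrected B-score, at least 3 SD from the plate mean, either direction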;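 note: B-score of the F/F0 ratio slope over 7 to 12 s after thallium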
Target sequence (P48048 whole entry, looked up): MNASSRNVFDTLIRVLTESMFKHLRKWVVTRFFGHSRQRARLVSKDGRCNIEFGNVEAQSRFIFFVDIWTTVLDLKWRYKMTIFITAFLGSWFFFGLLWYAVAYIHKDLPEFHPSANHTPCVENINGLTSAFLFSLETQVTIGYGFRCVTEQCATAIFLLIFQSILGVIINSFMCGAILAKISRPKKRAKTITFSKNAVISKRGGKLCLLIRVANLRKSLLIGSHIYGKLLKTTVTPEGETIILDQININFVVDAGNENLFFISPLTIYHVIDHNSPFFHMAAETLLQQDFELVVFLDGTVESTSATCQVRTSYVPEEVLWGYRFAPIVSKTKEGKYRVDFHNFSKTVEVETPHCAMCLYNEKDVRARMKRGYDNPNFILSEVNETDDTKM
STAT3 act: activators of IL-6 induced STAT3 signaling. activation (% of control), % at 5.6 µM. 190,000 compounds, 0.91% hits. U3A cells, IL-6 STAT3-luciferase reporter, luminescence; 100% = signal with IL-6 EC80 alone. AID 871;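 active = activation above the screen-wide mean of compound activation plus 3 SD, cut at about 130% in these data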;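 note: 0% = background luminescence of wells with medium and substrate only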
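Test system: STAT3-luciferase reporter U3A cells; Detection: reporter luminescence signal; Times: 1 h compound pre-exposure, 6 h IL-6 stimulation, 37 °C; Benchmarks: IL-6-only high control; Also added: IL-6 stimulus at 33 ng/mL final.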
* hit, by the source's call; nt = not tested or not shown. Not a hit list (roughly 3.7% active in at least one column).

SMILES | PPARg SRC1 recr | TNAP act hiacc | bIAP inhibitor | STAT1 blocker | STAT3 inh | PPARg SRC2 recr | bIAP activator | PPARg SRC-3 ag | SRC2 TRFRET art | ROMK primary | STAT3 act
O=C(NCC(=O)N(Cc1ccccc1)C(C(=O)NCC1CCCO1)c1ccccc1)c1cccs1 (centres undefined) | -7 | 1 | -1 | 0 | 1 | -2 | 1 | -2 | 1506 | nt | 104
CCOC(=O)Cc1nnc2c(Nc3ccc(Cl)cc3)nc3nonc3n12 | 6 | 1 | 5 | 15 | 4 | 1 | 0.9 | 6 | 1598 | nt | 101
Cn1c(SCc2ccccc2)nnc1-c1ccco1 | -1 | 1.1 | -16 | -20 | 18 | -6 | 1.2 | 2 | 1611 | 0.42 | 87
Cc1nc2ccc(NC(=O)NCc3ccco3)cc2s1 | -1 | 1 | 15 | -13 | 11 | -1 | 0.8 | -13 | 1547 | 0.12 | 92
O=C(NN1CCOCC1)c1cc(-c2ccc(Cl)c(Cl)c2)nc2ccccc12 | -2 | 1 | 5 | -4 | 6 | -7 | 0.9 | 1 | 1432 | -0.026 | 94
CCn1c(=O)n(CCc2ccccc2)c(=O)c2c3c(sc21)CCCC3 | 3 | 1.1 | 9 | -9 | 21 | 1 | 0.9 | 15 | 1374 | 0.11 | 87
O=C(NCc1ccco1)C1CCN(S(=O)(=O)c2ccc(-n3cnnn3)cc2)CC1 | 6 | 1 | 10 | -5 | -1 | 6 | 0.9 | -1 | 1453 | 0.044 | 106
O=C(N/N=C/c1c(-c2ccccc2)[nH]c2ccccc12)c1cccnc1 | 3 | 1.1 | -5 | -7 | 0 | 5 | 1 | 6 | 1362 | -0.76 | 105
Cc1ccc(C(=O)CSc2n[nH]c(C)n2)cc1 | 6 | 1.1 | -1 | 0 | 2 | 0 | 1 | -1 | 1712 | 0.37 | 100
O=C(NCc1n[nH]c(=S)n1-c1ccc(F)cc1)c1ccc(S(=O)(=O)N2CCOCC2)cc1 | 0 | 1 | 16 | -4 | 4 | 6 | 0.8 | 1 | 1444 | -0.19 | 100
COc1ccc(C(=O)C[n+]2cccc(C)c2)cc1 | -7 | 1 | 1 | -1 | 0 | 0 | 1 | 0 | 1432 | 0.68 | 98
O=C(NCC(c1cccnc1)N1CCOCC1)c1cccc(Cl)c1 (centres undefined) | 1 | 1 | 5 | 5 | -7 | -5 | 1 | -5 | 1477 | nt | 110
COc1ccccc1NC(=S)NC(=O)CC(C)C | -5 | 1 | 7 | -4 | 0 | -1 | 0.9 | -5 | 1508 | nt | 105
O=C(Cn1cnc2c(nnn2Cc2ccccc2)c1=O)c1ccccc1 | 0 | 1 | 11 | -1 | -1 | 2 | 0.9 | -1 | 1515 | nt | 101
O=C(CSc1ccc(-c2ccco2)nn1)c1ccc(F)cc1 | 2 | 1 | 3 | -12 | 4 | 6 | 1 | -2 | 1687 | nt | 98
COc1ccccc1/C=C1/SC(=O)N(CCC(=O)Nc2ccc(S(=O)(=O)Nc3nccs3)cc2)C1=O | 1 | 1 | 2 | -10 | -10 | 0 | 1 | 1 | 1607 | -0.38 | 106
O=C(c1ccco1)N1CCN(c2nc(C3CC3)nc3sc4c(c23)CCCC4)CC1 | 6 | 1.1 | -2 | 7 | 9 | -1 | 1 | 1 | 1706 | nt | 96
Cc1cc(/C=C2\NC(=O)N(Cc3ccc(Cl)cc3)C2=O)c(C)n1C | -6 | 1 | 45 | 6 | -50 | -8 | 0.5 | -5 | 1515 | 0.19 | 139*
CN(C)CCNC(=O)c1cc2c(=O)n(C)c3ccccc3c2n1C | 3 | 1 | 6 | -9 | 5 | 0 | 0.9 | -1 | 1487 | nt | 103
O=C(NCCN1CCCC1)c1ccc(Cl)cc1 | 3 | 1 | 4 | -3 | 10 | 4 | 1 | 2 | 1427 | 0.092 | 94
Cc1cc(/C=N/NC(=O)c2ccncc2)c(C)n1-c1ccccc1 | 7 | 1 | 19 | -14 | -16 | 6 | 0.8 | 5 | 1558 | 0.82 | 112
O=C(NCc1ccccc1)c1cc2ccccc2o1 | 8 | 1 | 14 | -11 | -15 | 4 | 0.9 | 13 | 1539 | nt | 114
OCC#CCSc1nnc(-c2ccc(Br)cc2)o1 | 13 | 1 | 5 | -15 | -3 | 11 | 0.9 | 6 | 1717 | -0.057 | 105
COc1ccc(CC(=O)N2N=C(C)CC2(O)C(F)(F)F)cc1 (centres undefined) | 5 | 1 | 0 | 0 | 2 | 5 | 1 | 0 | 1735 | -0.51 | 99
O=C(Nc1ccc(Cl)cc1C(F)(F)F)C(Sc1cccc[n+]1[O-])c1ccccc1 (centres undefined) | 3 | 1 | -6 | -4 | 6 | -4 | 1.1 | 2 | 1513 | 0.02 | 101
Cn1c(=O)c(=O)n(C)c2cc(S(=O)(=O)NCc3ccc(Cl)cc3)ccc21 | 4 | 1 | -6 | 7 | -3 | 12 | 1.1 | -2 | 1397 | 0.96 | 106
COc1ccccc1NC(=O)Cc1noc(CSc2nnc(N)s2)n1 | -2 | 1 | -6 | 4 | 7 | 9 | 1.1 | 3 | 1660 | nt | 97
C=CCn1c(O)c(N=NC(=O)OCC)c2ccccc21 | 4 | 1 | 2 | -1 | 2 | 0 | 1 | 5 | 1336 | -0.5 | 97
CCOC(=O)C1CCCN(C(=O)c2sc3nc(C)nc(N(CC)CC)c3c2C)C1 (centres undefined) | -1 | 1 | 7 | -1 | -5 | 5 | 0.9 | -2 | 1346 | nt | 106
CC1CCN(S(=O)(=O)c2ccc(S(=O)(=O)N3CCC4(CC3)OCCO4)cc2)CC1 | -8 | 1 | 28 | -6 | 16 | -3 | 0.7 | -4 | 1485 | -0.41 | 87
Cc1ccc(CNC(=O)CCNC(=O)Cn2ccc3ccccc3c2=O)o1 | 8 | 1 | 8 | 4 | -4 | 6 | 0.9 | 5 | 1556 | nt | 109
CCOC(=O)Cn1nc(Cc2ccccc2)c2ccccc2c1=O | -2 | 1 | 6 | 1 | 5 | -12 | 0.9 | 2 | 1452 | nt | 98
Nc1nc2c(s1)C(=O)CC(c1ccccc1)C2 (centres undefined) | 5 | 1.1 | 1 | -5 | -1 | 5 | 1 | 1 | 1508 | -0.0021 | 104
Cc1nnc(Sc2c(N)n(C)c(=O)[nH]c2=O)s1 | 8 | 1.1 | 11 | 1 | -21 | 5 | 0.9 | -5 | 1389 | nt | 124
O=C(NNC(=S)NC(=O)C12CC3CC(CC(C3)C1)C2)c1ccncc1 | 3 | 1 | -28 | -4 | 3 | 0 | 1.3 | 3 | 1452 | nt | 104
Nc1nnc(CSCc2cccc(Br)c2)s1 | 2 | 1.1 | 10 | -1 | -1 | 19 | 0.9 | 7 | 1464 | nt | 100
COC(=O)c1cc(OC)c(OC)cc1NC(=O)C(C)Sc1ccc(C)cc1 (centres undefined) | -1 | 1 | -20 | 2 | 4 | 1 | 1.2 | -4 | 1366 | nt | 105
COc1ccc2cnnc(SCC(=O)Nc3ccc(C(C)=O)cc3)c2c1OC | -2 | 1 | 7 | 3 | 6 | -3 | 0.9 | 0 | 1397 | -0.0058 | 93
COc1ccc(N=Cc2nc(-c3ccccc3)oc2OC(=O)c2ccccc2)cc1 | 0 | 1 | 3 | -37 | 0 | 1 | 1 | -1 | 1374 | -0.33 | 104
Cn1c(=O)c2c(SCc3ccccc3)nc(-c3ccco3)nc2n(C)c1=O | 6 | 1 | 14 | -9 | -2 | -5 | 0.9 | 1 | 1546 | nt | 101
Cc1[nH]n(-c2cccc3ccccc23)c(=O)c1/C=N/c1sc2c(c1C#N)CCC2 | 2 | 1 | 0 | 6 | -4 | -3 | 1 | 5 | 1668 | 0.021 | 103
Cc1cc(C)c(COc2ccc(/C=N/n3c(C)n[nH]c3=S)cc2)c(C)c1 | -8 | 1 | 0 | -3 | 1 | 1 | 1 | -5 | 1433 | -0.049 | 102
O=C(Nc1ccc2ccccc2c1)c1cccnc1 | -4 | 1 | 1 | -41 | 15 | 9 | 1 | 0 | 1685 | -0.3 | 94
O=C(CSCc1ccccn1)Nc1ccccc1 | -4 | 1 | 9 | -2 | -2 | 5 | 0.9 | 8 | 1652 | nt | 105
S=C(NCCCN1CCOCC1)Nc1cccc(Cl)c1 | 7 | 1 | -6 | -2 | 10 | 0 | 1.1 | 2 | 1734 | -1.1 | 95
Cc1n[nH]c(C)c1CS(=O)(=O)c1ccccc1 | 1 | 1 | 5 | 0 | -8 | -2 | 0.9 | 2 | 1516 | 0.21 | 112
COc1cc(/C(C)=N/N2CCOCC2)cc(OC)c1OC | 0 | 1 | 6 | -5 | -5 | 13 | 0.9 | 6 | 1620 | -0.046 | 106
Cc1cc(N/C=C/C(=O)c2ccc(Br)cc2)no1 | -5 | 1 | 0 | -30 | 8 | 2 | 1 | 1 | 1497 | nt | 96
COc1ccc(N2CCN(Cc3nc4ccsc4c(=O)[nH]3)CC2)cc1 | -1 | 1.1 | 2 | 0 | 0 | 2 | 1 | 5 | 1547 | 0.43 | 105
COc1cccc(C(=O)NC(=S)Nc2ccc(N(C)C)cc2)c1 | 3 | 1 | -4 | -31 | -5 | 4 | 1 | 1 | 1616 | 0.99 | 106
COC(=O)CSc1nnc(CNc2ccc(F)cc2)o1 | 4 | 1 | 14 | 8 | -6 | -4 | 0.9 | 4 | 1553 | 0.0033 | 107
CC1CN(C(=S)Nc2ccccc2)N(c2ccccc2)C1 (centres undefined) | -6 | 1.1 | 5 | 1 | 6 | -10 | 1 | 3 | 1546 | 0.29 | 105
Cc1ccc(N2C(S)=C(C#N)C(=O)NC23CCCCC3)cc1 | 9 | 1 | 11 | 10 | 12 | 2 | 0.9 | -5 | 1564 | -0.086 | 92
O=C(NCc1cccs1)C1CCCN(S(=O)(=O)c2ccc3c(c2)OCO3)C1 (centres undefined) | 4 | 1 | 9 | 2 | 14 | -3 | 0.9 | -13 | 1539 | -0.05 | 92
COc1ccc(C(=O)COc2ccccc2N2C(=O)C3C4C=CC(C4)C3C2=O)cc1 (centres undefined) | 8 | 1 | 4 | -3 | 0 | 3 | 1 | 3 | 1578 | -0.76 | 106
Cc1ccc(N2C(=O)N(CC(=O)Nc3ccc(C)c(C)c3[N+](=O)[O-])C(=O)C2C)cc1 (centres undefined) | 10 | 1.1 | 8 | 1 | -3 | 2 | 0.9 | -2 | 1593 | 0.087 | 104

2 entries picked at random from the list so far:
SMILES | PPARg SRC1 recr | TNAP act hiacc | bIAP inhibitor | STAT1 blocker | STAT3 inh | PPARg SRC2 recr | bIAP activator | PPARg SRC-3 ag | SRC2 TRFRET art | ROMK primary | STAT3 act
O=C(NNC(=S)NC(=O)C12CC3CC(CC(C3)C1)C2)c1ccncc1 | 3 | 1 | -28 | -4 | 3 | 0 | 1.3 | 3 | 1452 | nt | 104
O=C(NCc1n[nH]c(=S)n1-c1ccc(F)cc1)c1ccc(S(=O)(=O)N2CCOCC2)cc1 | 0 | 1 | 16 | -4 | 4 | 6 | 0.8 | 1 | 1444 | -0.19 | 100
